Screening data: PubChem BioAssay, Broad Institute
GASC1 inh = KDM4C (human) demethylase inhibition; hit rate 0.15% among 96,000; inhibition, % at 12.5 µM; Q9H3R0; AID 720574; GST-KDM4C 2-372, H3K9me3 peptide, LANCE TR-FRET;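 active means mean replicate inhibition above about 25%, with at least 55% of replicates also reaching it, limit read from the data, passing the limit was not always enough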
Target sequence (Q9H3R0 2-372 limits assumed): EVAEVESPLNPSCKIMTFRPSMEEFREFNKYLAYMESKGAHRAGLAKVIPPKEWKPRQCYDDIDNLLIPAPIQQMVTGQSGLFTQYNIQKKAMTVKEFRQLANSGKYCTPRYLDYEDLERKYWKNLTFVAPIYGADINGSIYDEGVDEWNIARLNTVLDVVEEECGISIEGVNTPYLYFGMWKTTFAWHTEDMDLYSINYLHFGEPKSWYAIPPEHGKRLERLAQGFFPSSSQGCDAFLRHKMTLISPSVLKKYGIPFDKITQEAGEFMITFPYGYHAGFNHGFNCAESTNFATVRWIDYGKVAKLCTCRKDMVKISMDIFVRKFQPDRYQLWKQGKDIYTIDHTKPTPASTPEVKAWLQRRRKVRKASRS
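Assay system: GST-GASC-1 enzyme fragment 2-372 | Amount: 10 nM enzyme | Medium: HEPES buffer, pH 7.5, plus ascorbate | Reagent: H3K9me3 peptide substrate, Fe(II), 2-oxoglutarate | Doses: Single-point compound screen | Incubation: 30 min demethylation and 1 h detection at room temperature | Measured by: LANCE TR-FRET, excitation 340 nm, emissions 618 and 671 nm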
Pf Dd2 growth = blocks growth of Plasmodium falciparum Dd2 parasites. P. falciparum Dd2 growth, SYBR Green, 72 h; hits give low values. activity change, % at 10 µM. hit rate 2.3% among 94,000; in the data active means activity change below about -80%
C diff HTS = C. difficile growth inhibition; Clostridium difficile clinical isolate growth, OD600, 24 h; hits give low values; growth activity, negative = inhibition, % at 16 µg/mL (by protocol); AID 1259249; hit rate 0.25% among 86,000;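 active means mean growth activity at or below -80% and every replicate also at or below -80%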;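 further: 0% = DMSO wells and -100% = levofloxacin 16 µg/mL wells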
T cruzi growth = blocks T. cruzi growth in NIH3T3 culture; hit rate 5.9% among 77,000; inhibition, % at 8.34 µM; T. cruzi beta-gal in NIH3T3, GalScreen luminescence, 90 h;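 active means mean inhibition above about 93%, with at least 55% of replicates each passing it, limit read from the data, passing the limit was not always enough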
* hit, by the source's call; & = joins results of further samples.

`Cc1noc(C)c1S(=O)(=O)Nc1ccc2c(c1)C(=O)N([C@@H](C)CO)C[C@H](C)[C@@H](CN(C)C(=O)Nc1ccc(F)cc1)OCCCC[C@H](C)O2` gave GASC1 inh -1.0, Pf Dd2 growth -65, C diff HTS 3 and T cruzi growth 74.
`COc1ccc(C#Cc2cnc3c(c2)C(=O)N([C@@H](C)CO)C[C@@H](C)[C@@H](CN(C)C(=O)CN(C)C)O3)cc1` gave GASC1 inh 0.0, Pf Dd2 growth -43, C diff HTS -9 and T cruzi growth 46.
`C[C@H]1CN([C@@H](C)CO)C(=O)c2cc(NC(=O)C3CCCCC3)ccc2O[C@@H]1CN(C)Cc1ccc2c(c1)OCO2` gave GASC1 inh 2.7, Pf Dd2 growth 38, C diff HTS -2 and T cruzi growth 19.
For C[C@@H]1CN([C@H](C)CO)C(=O)Cc2cc(NC(=O)Nc3ccc(C(F)(F)F)cc3)ccc2O[C@H]1CN(C)Cc1ccc(-c2ccccc2)cc1 the results were GASC1 inh 0.7, Pf Dd2 growth -3, C diff HTS -1 and T cruzi growth 67.
`CC(C)NC(=O)N[C@H]1CC[C@@H](CCNC(=O)C2CCOCC2)O[C@H]1CO` gave GASC1 inh -2.5, Pf Dd2 growth 31 and T cruzi growth -29.
CO[C@H]1CN(C)C(=O)c2ccc(NC(=O)C3CC3)cc2OC[C@@H](C)N(CC2CCOCC2)C[C@H]1C was read as GASC1 inh -2.6, Pf Dd2 growth -22, C diff HTS -3 and T cruzi growth 61.
COc1ccc(NC(=O)Nc2ccc3c(c2)CC(=O)N([C@@H](C)CO)C[C@H](C)[C@H](CN(C)S(=O)(=O)c2c(C)noc2C)O3)cc1 was read as GASC1 inh -1.2, Pf Dd2 growth 16, C diff HTS 0 and T cruzi growth 10.
Screening C[C@H]1CN([C@@H](C)CO)C(=O)c2cc(NS(=O)(=O)c3ccccc3)ccc2O[C@H]1CN(C)S(=O)(=O)c1ccccc1 returned GASC1 inh 1.8, Pf Dd2 growth -12, C diff HTS 3 and T cruzi growth -5.
Screening Cc1ccc(S(=O)(=O)Nc2ccc3c(c2)C(=O)N([C@H](C)CO)C[C@@H](C)[C@@H](CN(C)C)O3)cc1 returned GASC1 inh 1.5, Pf Dd2 growth 16 and C diff HTS -1.
Screening CC(C)CC#Cc1ccc2c(c1)O[C@H](CN(C)C(=O)c1ccccn1)[C@@H](C)CN([C@@H](C)CO)S2(=O)=O returned GASC1 inh 3.4, Pf Dd2 growth -60, C diff HTS 0 and T cruzi growth 99.
`CO[C@@H]1CN(C)C(=O)c2cc(NC(=O)c3ccno3)ccc2OC[C@@H](C)N(S(C)(=O)=O)C[C@H]1C` gave GASC1 inh 0.5, Pf Dd2 growth 8 and T cruzi growth 22.
`C[C@@H]1CN([C@@H](C)CO)C(=O)c2cccc(N(C)C)c2O[C@H]1CN(C)Cc1ccc(C(F)(F)F)cc1` gave GASC1 inh 0.7, Pf Dd2 growth 1, C diff HTS -3 and T cruzi growth 43.
`COc1ccc(NC(=O)N(C)C[C@H]2Oc3ccc(NC(=O)Nc4c(C)noc4C)cc3CC(=O)N([C@@H](C)CO)C[C@@H]2C)cc1` gave GASC1 inh 0.6, Pf Dd2 growth 47, C diff HTS 3 and T cruzi growth 13.
CCC(=O)N(C)C[C@@H]1Oc2ncc(C#Cc3ccc(OC)cc3)cc2C(=O)N([C@@H](C)CO)C[C@@H]1C was read as GASC1 inh -3.7, Pf Dd2 growth 12, C diff HTS -2 and T cruzi growth 83.
`C[C@H]1CN([C@@H](C)CO)C(=O)c2cc(-c3cccc(F)c3)cnc2O[C@@H]1CN(C)C(=O)c1ccccn1` gave GASC1 inh 4.0, Pf Dd2 growth 3 and C diff HTS 0.
`C[C@@H](NC(=O)C[C@@H]1C=C[C@@H](NC(=O)Cc2ccccn2)[C@@H](CO)O1)c1ccccc1` gave GASC1 inh 0.9, Pf Dd2 growth 7, C diff HTS -4 and T cruzi growth 55.
Screening C[C@H]1CCCCO[C@@H](CN(C)C(=O)C2CCCCC2)[C@@H](C)CN([C@@H](C)CO)C(=O)c2cc(NS(=O)(=O)c3cccs3)ccc2O1 returned GASC1 inh -0.8, Pf Dd2 growth -84*, C diff HTS -3 and T cruzi growth 21.
Screening C[C@@H]1CCCCO[C@@H](CN(C)C(=O)Cc2ccccc2)[C@H](C)CN([C@H](C)CO)C(=O)c2cc(NC(=O)NC3CCCCC3)ccc2O1 returned GASC1 inh 1.0, Pf Dd2 growth -17, C diff HTS -8 and T cruzi growth 100*.
`Cc1ccc(S(=O)(=O)Nc2ccc3c(c2)C(=O)N([C@@H](C)CO)C[C@H](C)[C@H](CN(C)S(=O)(=O)c2ccc(F)cc2)OCCCC[C@H](C)O3)cc1` gave GASC1 inh 0.2, Pf Dd2 growth -73, C diff HTS -8 and T cruzi growth 116*.
C[C@H]1CCCCO[C@H](CN(C)C)[C@@H](C)CN([C@@H](C)CO)C(=O)c2cc(NC(=O)Nc3cccc4ccccc34)ccc2O1 was read as GASC1 inh 1.0, Pf Dd2 growth -59, C diff HTS -2 and T cruzi growth 29.
Screening COc1ccc2c3c(n(C)c2c1)[C@@H](CO)N(C(C)=O)CC31CN(C(=O)c2ccccc2)C1 returned Pf Dd2 growth 14 and C diff HTS -3.
Screening O=C(C[C@@H]1CC[C@H](NC(=O)C2CCOCC2)[C@H](CO)O1)NCC1CC1 returned GASC1 inh -0.5, Pf Dd2 growth 14 and C diff HTS -1.
Screening C[C@@H]1CN([C@@H](C)CO)S(=O)(=O)c2ccc(-c3ccccc3)cc2O[C@H]1CN(C)CC1CC1 returned GASC1 inh -1.0, Pf Dd2 growth -9 and T cruzi growth 52.
CCNC(=O)C[C@H]1CC[C@H](NS(=O)(=O)c2ccc(C)cc2)[C@@H](CO)O1 was read as GASC1 inh 1.2, Pf Dd2 growth 6, C diff HTS -2 and T cruzi growth 18.
`CNC[C@@H]1Oc2ccc(NC(=O)NC(C)C)cc2CC(=O)N([C@H](C)CO)C[C@H]1C` gave GASC1 inh -1.4, Pf Dd2 growth -1, C diff HTS 1 and T cruzi growth 21.
O=C(Nc1ccc2c(c1)[C@H]1C[C@@H](CC(=O)N3CCOCC3)O[C@H](CO)[C@H]1O2)Nc1ccccc1F was read as GASC1 inh -0.1, Pf Dd2 growth 5, C diff HTS -7 and T cruzi growth -45.
Screening COCC(=O)N(C)C[C@H]1Oc2ncc(C#C[C@@H](C)O)cc2C(=O)N([C@@H](C)CO)C[C@H]1C returned GASC1 inh 4.0, C diff HTS -1 and T cruzi growth 10.
`CCCNC(=O)Nc1ccc2c(c1)C(=O)N(C)[C@H]1CC[C@H](CC(=O)OC)O[C@@H]1CO2` gave GASC1 inh 0.3, Pf Dd2 growth 12 and C diff HTS 3.
`C[C@@H]1CN([C@H](C)CO)C(=O)c2cc(Br)cnc2O[C@@H]1CN(C)C(=O)Nc1ccccc1` gave Pf Dd2 growth 0, C diff HTS -6 and T cruzi growth 9.
For COC(=O)C[C@H]1CC[C@H]2[C@@H](COC[C@@H](O)CN2CCC(F)(F)F)O1 the results were GASC1 inh 4.5, C diff HTS -4&-8 and T cruzi growth 49.
CO[C@H]1CN(C)C(=O)c2ccc(NC(=O)Nc3ccc(C(F)(F)F)cc3)cc2OC[C@@H](C)NC[C@@H]1C was read as GASC1 inh -0.1, Pf Dd2 growth -76 and T cruzi growth 35.
C[C@@H]1CN([C@@H](C)CO)C(=O)Cc2cc(NC(=O)CCCN(C)C)ccc2O[C@H]1CN(C)C(=O)Nc1ccccc1 was read as GASC1 inh 1.8, Pf Dd2 growth 12 and C diff HTS 6.
Screening CN(C)C(=O)[C@@H]1[C@@H](CO)[C@@H]2Cn3c(ccc(-c4cncnc4)c3=O)[C@@H]2N1Cc1cc(F)ccc1F returned GASC1 inh 2.5, C diff HTS -6 and T cruzi growth 2.
CCCC(=O)Nc1ccc2c(c1)C(=O)N(C)C[C@@H](OC)[C@@H](C)CN(C(C)=O)[C@@H](C)CO2 was read as GASC1 inh 1.1, Pf Dd2 growth 7, C diff HTS -4 and T cruzi growth 19.
`CC(C)NC(=O)N(C)C[C@H]1OCCCC[C@@H](C)Oc2ccc(NS(=O)(=O)c3ccccc3)cc2C(=O)N([C@@H](C)CO)C[C@H]1C` gave GASC1 inh -2.8, Pf Dd2 growth -52, C diff HTS 4 and T cruzi growth -64.
C[C@H](CO)N1C[C@H](C)[C@@H](CN(C)C(=O)Nc2ccc3c(c2)OCO3)OCCCC[C@H](C)Oc2ccc(NS(=O)(=O)c3cn(C)cn3)cc2C1=O was read as GASC1 inh 0.9, Pf Dd2 growth 13, C diff HTS 4 and T cruzi growth 74.
`C[C@@H]1CCCCO[C@H](CN(C)Cc2ccncc2)[C@H](C)CN([C@H](C)CO)C(=O)c2cc(NS(=O)(=O)c3ccccc3)ccc2O1` gave GASC1 inh -0.4, Pf Dd2 growth -44, C diff HTS 2 and T cruzi growth 29.
For C[C@@H](O)C#Cc1ccc([C@H]2[C@@H](CO)N3CCCCN(CC4CCOCC4)C[C@H]23)cc1 the results were GASC1 inh 2.3, Pf Dd2 growth 17, C diff HTS -1 and T cruzi growth 64.
C[C@H]1CN([C@@H](C)CO)C(=O)c2cccc(NC(=O)c3nc4ccccc4s3)c2O[C@H]1CN(C)Cc1ccccc1 was read as GASC1 inh 0.7, Pf Dd2 growth -22, C diff HTS 2 and T cruzi growth 77.
Cn1cnc(CCNC(=O)C[C@H]2CC[C@@H]3[C@H](COC[C@@H](O)CN3C(=O)Nc3ccc(Cl)cc3)O2)c1 was read as GASC1 inh -0.3, Pf Dd2 growth 11 and T cruzi growth 33.
Screening Cc1ccc(S(=O)(=O)N(C)C[C@H]2Oc3ncc(-c4ccncc4)cc3C(=O)N([C@@H](C)CO)C[C@H]2C)cc1 returned GASC1 inh -1.5, Pf Dd2 growth 10, C diff HTS 6 and T cruzi growth 91.
Screening CO[C@@H]1CN(C)C(=O)c2ccc(NC(=O)Nc3ccccc3F)cc2OC[C@@H](C)N(C)C[C@H]1C returned GASC1 inh -1.1, Pf Dd2 growth -49 and C diff HTS 3.
Screening CCC(=O)N1C[C@H](C)[C@@H](OC)CN(C)C(=O)c2cc(NC(=O)NC(C)C)ccc2OC[C@@H]1C returned GASC1 inh -0.3, Pf Dd2 growth 20, C diff HTS -4 and T cruzi growth 1.
`O=C(Cc1ccccn1)N1CC(=O)N2[C@H](C1)[C@@H](c1ccc(C#CC3CC3)cc1)[C@@H]2CO` gave GASC1 inh -1.1, Pf Dd2 growth -9 and C diff HTS 2.
C[C@H](CO)N1C[C@H](C)[C@H](CN(C)CC2CC2)Oc2c(NC(=O)c3nc4ccccc4s3)cccc2C1=O was read as GASC1 inh 3.4, Pf Dd2 growth 2, C diff HTS -2 and T cruzi growth 10.
C[C@@H]1CN([C@@H](C)CO)C(=O)c2cc(-c3ccc(C#N)cc3)cnc2O[C@@H]1CN(C)C(=O)Nc1ccc(F)cc1 was read as GASC1 inh 0.5, Pf Dd2 growth 1, C diff HTS 15 and T cruzi growth 0.
N#C[C@H]1N[C@H](CO)[C@H]1c1ccccc1 was read as GASC1 inh -0.1, Pf Dd2 growth 37, C diff HTS -17 and T cruzi growth 30.

Gathered by group, the entries above containing an aryl methoxy group.
`COc1ccc(C#Cc2cnc3c(c2)C(=O)N([C@@H](C)CO)C[C@@H](C)[C@@H](CN(C)C(=O)CN(C)C)O3)cc1` gave GASC1 inh 0.0, Pf Dd2 growth -43, C diff HTS -9 and T cruzi growth 46.
COc1ccc(NC(=O)Nc2ccc3c(c2)CC(=O)N([C@@H](C)CO)C[C@H](C)[C@H](CN(C)S(=O)(=O)c2c(C)noc2C)O3)cc1 was read as GASC1 inh -1.2, Pf Dd2 growth 16, C diff HTS 0 and T cruzi growth 10.
`COc1ccc(NC(=O)N(C)C[C@H]2Oc3ccc(NC(=O)Nc4c(C)noc4C)cc3CC(=O)N([C@@H](C)CO)C[C@@H]2C)cc1` gave GASC1 inh 0.6, Pf Dd2 growth 47, C diff HTS 3 and T cruzi growth 13.
CCC(=O)N(C)C[C@@H]1Oc2ncc(C#Cc3ccc(OC)cc3)cc2C(=O)N([C@@H](C)CO)C[C@@H]1C was read as GASC1 inh -3.7, Pf Dd2 growth 12, C diff HTS -2 and T cruzi growth 83.
Screening COc1ccc2c3c(n(C)c2c1)[C@@H](CO)N(C(C)=O)CC31CN(C(=O)c2ccccc2)C1 returned Pf Dd2 growth 14 and C diff HTS -3.

Part of the list above in order of count of non-hydrogen atoms, low to high:
Screening COc1ccc2c3c(n(C)c2c1)[C@@H](CO)N(C(C)=O)CC31CN(C(=O)c2ccccc2)C1 returned Pf Dd2 growth 14 and C diff HTS -3.
O=C(Nc1ccc2c(c1)[C@H]1C[C@@H](CC(=O)N3CCOCC3)O[C@H](CO)[C@H]1O2)Nc1ccccc1F was read as GASC1 inh -0.1, Pf Dd2 growth 5, C diff HTS -7 and T cruzi growth -45.
C[C@@H]1CN([C@@H](C)CO)C(=O)c2cc(-c3ccc(C#N)cc3)cnc2O[C@@H]1CN(C)C(=O)Nc1ccc(F)cc1 was read as GASC1 inh 0.5, Pf Dd2 growth 1, C diff HTS 15 and T cruzi growth 0.
